Source: PubChem BioAssay (several laboratories)
Dengue-2 NS5 capping: Dengue-2 NS5 methyltransferase inhibitors, primary screen, biochemical, confirmation dose response (AID 588689); Dengue-2 NS5 methyltransferase capping enzyme assay, biochemical; higher % means a stronger effect; inhibition, % at 25 µM, or IC50 in µM where a hit was titrated; hit rate 0.3% among 340,000; in the data active = a potency from the dose series; inconclusive = inhibition above about 29% without an active follow-up result
Myeloid diff 2: promotes myeloid progenitor differentiation. ER-HoxA9 myeloid progenitors, lysozyme-GFP differentiation, flow cytometry. calls only at 10 µM. hit rate 1% among 360,000. AID 624256;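 active = normalized GFP-positive differentiation at or above the plate's own cutoff, the solvent-only control mean plus 3 SD; inconclusive = no clear call, values can overlap the other calls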;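 also: cells exposed to compound for four days before flow analysis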
Dengue-2 NS5 capping pilot replicate: second read-out of Dengue-2 NS5 capping, no call of its own (marks repeat the call); inhibition, %; measured here: pilot screen replicate inhibition
Myeloid diff 2 GFP+ MAC1+ %: recorded beside Myeloid diff 2, whose call it bears; GFP+ MAC1+ double positive, %; measured here: differentiation confirmed by MAC1 staining
* hit, by the source's call; i = inactive; ? = inconclusive; / = no result given; & = joins results of further samples.

SMILES	Dengue-2 NS5 capping	Myeloid diff 2	Myeloid diff 2 GFP+ MAC1+ %	others
CC1[C@H]2Cc3ccc(O)cc3[C@]1(C)CCN2C (stereo partly specified)	-9%	/	/
CN1CC[C@]23c4c5ccc(OC6OC(C(=O)O)[C@@H](O)C(O)[C@H]6O)c4OC2C(O)C=CC3[C@H]1C5 (stereo partly specified)	-9%	/	/
COc1cccc2c1C(=O)c1c(O)c3c(c(O)c1C2=O)CC(O)(C(C)=NO)CC3OC1CC(N)C(O)C(C)O1 (stereo unspecified)	?	/	/
CCOC(=O)c1cnc(SCc2ccc(Cl)c(Cl)c2)nc1N1CC1	0%	/	/
Oc1ccc2c3c1OC1[C@H](O)CC[C@@]4(O)[C@@H](C2)N(CC2CC2)CC[C@]314 (stereo partly specified)	-6%&-9%	/	/
N[C@@H]1CC[C@@]2(O)[C@H]3Cc4ccc(O)c5c4[C@@]2(CCN3CC2CC2)C1O5 (stereo partly specified)	-7%	/	/
CNC1(c2ccccc2Cl)CCCCC1=O (stereo unspecified)	-8%	/	/
COc1cc2c(ccc3c4cc(OC)c(OC)cc4c[n+](C)c23)cc1O	-2%	/	/
CCC1(c2ccccc2)C(=O)NC(=O)NC1=O	-1%	/	/
CCCCNC(C)Cc1ccccc1 (stereo unspecified)	0%	/	/
CC(=O)N[C@@H]1CC[C@@]2(O)[C@H]3Cc4ccc(O)c5c4[C@@]2(CCN3CC2CC2)[C@@H]1O5	-3%	/	/
COc1ccc(C(=O)C2CCCN(CCc3ccccc3)C2)cc1OC (stereo unspecified)	/	i	1.8
CC12Nc3ccccc3C(=O)N1Cc1cnnn1-c1ccccc12 (stereo unspecified)	/	i	1.6
COc1ccc(-c2ccc3c(c2)CN(CC(C)C)Cc2cnnn2-3)cc1	/	i	0.6
COc1ccc(CN2Cc3cc(N4CCOCC4)ccc3-n3nncc3C2)cc1	/	i	0.3
O=C(NCP(=O)(Oc1ccccc1)Oc1ccccc1)OCc1ccccc1	/	i	1.1
CCOC(=O)[C@]12Cc3ccccc3[C@H]1N(C)C(=O)c1cc(OC)ccc12	/	i	1.6
COC(=O)[C@@H]1N=C(c2ccc(OC)cc2)O[C@]12C(=O)N(Cc1ccccc1)c1ccccc12	/	i	1.2
CCOC(=O)[C@]12Cc3cc(C)ccc3[C@H]1N(Cc1ccccc1)C(=O)c1cc(F)c(F)cc12	/	i	1.2
COc1ccc(C(c2nnnn2C2CCCC2)N2CCC3(CC2)C(=O)NCN3c2ccccc2)cc1 (stereo unspecified)	/	i	0.4
O=S(=O)(c1cc(Cl)cc(Cl)c1)N1Cc2cc(N3CCOCC3)ccc2-n2nncc2C1	/	i	0.8
CCCCn1nnnc1C(CCc1ccccc1)N1CCC2(CC1)C(=O)NCN2c1ccccc1 (stereo unspecified)	/	i	1.4
CC(C)(C)n1nnnc1C(CCc1ccccc1)N1CCC2(CC1)C(=O)NCN2c1ccccc1 (stereo unspecified)	/	i	0.8
O=C1NCN(c2ccccc2)C12CCN(C(c1cc3ccccc3o1)c1nnnn1-c1ccc3c(c1)OCCO3)CC2 (stereo unspecified)	/	i	1.2
Cc1cccc(C)c1-n1nnnc1C(C1CC1)N1CCC2(CC1)C(=O)NCN2c1ccccc1 (stereo unspecified)	/	i	0.9
COc1cccc(C(c2nnnn2Cc2ccccc2)N2CCC(n3c(=O)[nH]c4ccccc43)CC2)c1OC (stereo unspecified)	/	i	1.1
CCOC(=O)[C@]12Cc3cc(OC)ccc3[C@H]1N(Cc1ccccc1)C(=O)c1cc(OC)ccc12	/	i	1.0
CSCCC(c1nnnn1C(C)(C)C)N1CCC(n2c(=O)[nH]c3ccccc32)CC1 (stereo unspecified)	/	i	0.9
CCn1cc(CN2CCCC(C(=O)c3cccc(C(F)(F)F)c3)C2)cn1 (stereo unspecified)	/	i	1.7
O=C1C2CC(CN3CCCCC23)C2CCCCN12 (stereo unspecified)	/	i	1.7
CCCCn1nnnc1C(c1ccccc1)N1CCC2(CC1)C(=O)NCN2c1ccccc1 (stereo unspecified)	/	i	1.0
NCCc1c(Cc2ccccc2)[nH]c2ccccc12	/	i	0.5
CC(=O)O[C@@H]1/C=C/[C@](C)(O)C[C@@H](C)C/C=C/[C@H]2[C@@H]3O[C@]3(C)[C@@H](C)[C@H]3[C@H](Cc4ccccc4)NC(=O)[C@@]312	/	i	8.9
COc1ccccc1-c1cc(NC(C)=O)c2ncc(-c3ccccc3)n2c1	/	i	1.1
O=C1NCN(c2ccccc2)C12CCN(C(c1ccccc1OC(F)(F)F)c1nnnn1C1CCCCC1)CC2 (stereo unspecified)	/	i	0.5
O=C1NCN(c2ccccc2)C12CCN(C(c1nnnn1C1CCCC1)C1CC1)CC2 (stereo unspecified)	/	i	1.0
O=c1[nH]c2ccccc2n1C1CCN(Cc2ccc(-c3[nH]c4cc5ncnc5cc4nc3-c3ccccc3)cc2)CC1	/	i	9.7
CCOC(=O)[C@]12Cc3cc(C)ccc3[C@H]1N(C)C(=O)c1cc(OC)ccc12	/	i	1.6
FC(F)(F)c1ccc(-c2ccc3c(c2)CNCc2cnnn2-3)cc1	/	i	0.6
CC[C@H]1CC2CN3CCc4c([nH]c5cc(OC)ccc45)[C@](C(=O)OC)(C2)[C@H]13	/	i	2.1
COc1cccc(C(c2nnnn2-c2ccc3c(c2)OCCO3)N2CCC3(CC2)C(=O)NCN3c2ccccc2)c1OC (stereo unspecified)	/	i	2.0
c1ccc2c[n+](CCCCCCCCCC[n+]3ccc4ccccc4c3)ccc2c1	/	i	2.1
C[C@H]1CN([C@@H](C)CO)C(=O)CCCn2nncc2CO[C@H]1CN(C)C(=O)Oc1cccc2ccccc12	-3%	i	0.4
COC(=O)C1=C(c2ccc3ccccc3c2)C[C@@H]2CC[C@H]1N2C(=O)NC1CC1	-1%	i	8.7
Cc1ccc(N=C(/N=C(\N)N[N+](=O)[O-])Nc2ccc(C)cc2)cc1	-2%	i	1.7
CCC/C=N/O	0%	i	0.5
C[C@]12CCC3C(C1CCC2=O)[C@H](O)C[C@H]1C[C@@H](O)CC[C@]31C (stereo partly specified)	5%	i	1.2
COc1cc2nc(CN3CC=C(c4ccccc4)CC3)[nH]c(=O)c2cc1OC	-3%	i	0.5
COC(=O)C1=C(c2cc3ccccc3s2)C[C@@H]2CC[C@H]1N2C(=O)NCc1ccco1	-14%	i	3.2
Nc1ccc(Sc2ccc(N)cc2)cc1	5%	i	0.6
COc1cccc2c1cc([N+](=O)[O-])c1c(C(=O)O)cc3c(c12)OCO3	7%	?	/
CCOC(=O)[C@@H]1[C@H]2COc3ccc(Br)cc3[C@H]2N2C(=O)N(c3cccc(C)c3)C(=O)[C@]12C	5%	i	1.6
COC(=O)C1=C(c2ccc(OC(F)(F)F)cc2)C[C@@H]2CC[C@H]1N2C(=O)NCc1cccc2ccccc12	-9%	i	2.7
COc1ccc(CC2NCC(O)C2OC(C)=O)cc1 (stereo unspecified)	3%	i	1.7
CC12CCC3c4ccc(OC(=O)N(CCCl)CCCl)cc4CCC3C1CCC2O (stereo unspecified)	-4%	i	1.2
c1ccc(C(OCCN2CCN(c3ncccn3)CC2)c2ccccc2)cc1	2%	i	0.4
COC(=O)C1=C(c2cc3ccccc3o2)C[C@@H]2CC[C@H]1N2C(=O)N1CCC(C)CC1	-3%	i	1.8
O=[N+]([O-])c1cc(O)c(O)c([N+](=O)[O-])c1	-2%	i	1.8
OC(CN1CCOCC1)c1csc2ccccc12 (stereo unspecified)	1%	i	0.5
COC(=O)C1=C(c2cc3ccccc3s2)C[C@@H]2CC[C@H]1N2C(=O)N1CCCCC1	3%	i	2.1

Additional structures follow.
SMILES	Dengue-2 NS5 capping	Myeloid diff 2	Myeloid diff 2 GFP+ MAC1+ %	others
COC(=O)C1=C(c2ccc(F)cc2F)C[C@@H]2CC[C@H]1N2C(=O)N1CCCCC1	2%	i	0.4
CC1=NNC(=O)C1Br (stereo unspecified)	8%	i	0.6
CN1C2CNC(=O)CC1C1CCC2C1 (stereo unspecified)	-2%	i	0.5
COC(=O)C1=C(c2cccc(OC)c2OC)C[C@@H]2CC[C@H]1N2C(=O)NCc1ccc(C(F)(F)F)cc1	-2%	i	2.2
C[C@]12CCC3C(CC[C@H]4C[C@@H](O)CC[C@]34C)C1C[C@@H](O)[C@@H]2O (stereo partly specified)	3%	i	0.9
C[C@]12CC[C@H](O)CC1=CCC1C2CC[C@]2(C)C(=O)[C@H](Br)CC12 (stereo partly specified)	-5%	i	1.2
C=CCOC(=O)N1Cc2ccccc2-n2nncc2C1	3%	i	0.3
Cc1cc(-c2ccccc2)cc(-c2ccccc2)[n+]1CCc1ccccc1	-6%	?	/
CN1Cc2cnnn2-c2ccccc2C1c1ccccc1 (stereo unspecified)	-5%	i	1.4	Dengue-2 NS5 capping pilot replicate=-0.6
CC(=O)O[C@@H]1CC[C@]2(C)C3CC[C@@]4(C)C(C[C@@H](O)[C@@H]4O)C3[C@@H](OC(C)=O)C[C@H]2C1 (stereo partly specified)	1%	i	0.5
COC(=O)C1=C(c2ccc(F)cc2OCc2ccccc2)C[C@@H]2CC[C@H]1N2C(=O)NCc1ccccc1C(F)(F)F	2%	i	1.8
c1ccc(CN2CCC3CC2c2ccc(N4CCOCC4)cc23)cc1 (stereo unspecified)	-3%	i	0.7

Compounds above that have sulfur:
SMILES	Dengue-2 NS5 capping	Myeloid diff 2	Myeloid diff 2 GFP+ MAC1+ %	others
CCOC(=O)c1cnc(SCc2ccc(Cl)c(Cl)c2)nc1N1CC1	0%	/	/
O=S(=O)(c1cc(Cl)cc(Cl)c1)N1Cc2cc(N3CCOCC3)ccc2-n2nncc2C1	/	i	0.8
CSCCC(c1nnnn1C(C)(C)C)N1CCC(n2c(=O)[nH]c3ccccc32)CC1 (stereo unspecified)	/	i	0.9
COC(=O)C1=C(c2cc3ccccc3s2)C[C@@H]2CC[C@H]1N2C(=O)NCc1ccco1	-14%	i	3.2
Nc1ccc(Sc2ccc(N)cc2)cc1	5%	i	0.6
OC(CN1CCOCC1)c1csc2ccccc12 (stereo unspecified)	1%	i	0.5
COC(=O)C1=C(c2cc3ccccc3s2)C[C@@H]2CC[C@H]1N2C(=O)N1CCCCC1	3%	i	2.1

Other results follow:
SMILES	Dengue-2 NS5 capping	Myeloid diff 2	Myeloid diff 2 GFP+ MAC1+ %	others
CCCNC(=O)N1[C@H]2CC[C@@H]1C(C(=O)OC)=C(c1ccc(C(C)=O)cc1)C2	-3%	i	0.9
COC(=O)C1=C(c2cc3ccccc3s2)C[C@@H]2CC[C@H]1N2C(=O)NC(C)C	1%	i	2.5
CC(=O)OC1=CC[C@H]2[C@@H]3CC[C@H]4C[C@H](OC(C)=O)[C@@H](OC(C)=O)C[C@]4(C)[C@H]3CC[C@]12C	-3%	i	1.1
COC(=O)C1=C(c2ccccc2OCc2ccccc2)C[C@@H]2CC[C@H]1N2C(=O)NCCOc1ccc(OC)cc1	-11%	i	1.8
CN(C)C(=O)Oc1cc(OC(=O)N(C)C)cc(C(O)CNC(C)(C)C)c1 (stereo unspecified)	-4%&-4%	i	1.4&2.4
C[n+]1ccc(-c2cc[n+](C)cc2)cc1	1%	i	4.0&2.1
O=c1c2ccccc2nc(CBr)n1-c1ccc(Cl)cc1	7%	i	1.3
COc1ccc(S(=O)(=O)N2CCOCC2)cc1NC(=O)COC(=O)Cc1ccccc1	-1%	i	0.4
CN(C(=O)COC(=O)c1cn(C)c2ccccc12)C1CCCCC1	-1%	i	0.9
N#CC1C(C#N)C2CCC1C1C2N1c1ccccc1 (stereo unspecified)	2%	i	1.4
C=C(C)[C@@H]1[C@H]2OC(=O)[C@H]1[C@]1(O)C[C@H]3O[C@]34C(=O)O[C@H]2[C@]14C	-10%	i	1.4
COC(=O)C1=C(c2c(C)noc2C)C[C@@H]2CC[C@H]1N2C(=O)NCCOc1ccc(OC)cc1	-5%	i	0.9

An excerpt from above in order of length of the SMILES, low to high.
SMILES	Dengue-2 NS5 capping	Myeloid diff 2	Myeloid diff 2 GFP+ MAC1+ %	others
CN(C)C(=O)Oc1cc(OC(=O)N(C)C)cc(C(O)CNC(C)(C)C)c1 (stereo unspecified)	-4%&-4%	i	1.4&2.4
COc1ccc(S(=O)(=O)N2CCOCC2)cc1NC(=O)COC(=O)Cc1ccccc1	-1%	i	0.4
COC(=O)C1=C(c2c(C)noc2C)C[C@@H]2CC[C@H]1N2C(=O)NCCOc1ccc(OC)cc1	-5%	i	0.9

Continuation:
SMILES	Dengue-2 NS5 capping	Myeloid diff 2	Myeloid diff 2 GFP+ MAC1+ %	others
CCN(CCCl)Cc1ccccc1Br	1%	i	1.4
C[C@@H]([C@@H](O)c1ccccc1)N(C)C(=O)Cc1ccccc1	-6%	i	1.0
CNCCc1c[nH]c2ccc(O)cc12	3%	i	2.3
COC(=O)C1=C(c2cccc(C#N)c2)C[C@@H]2CC[C@H]1N2C(=O)NC1CC1	-1%	i	1.2
COc1cc(C2c3cc4c(cc3CC3COC(=O)C32)OCO4)cc(OC)c1O (stereo unspecified)	-3%	?	/
COC(=O)C1=C(c2ccc(OCc3ccccc3)cc2)C[C@@H]2CC[C@H]1N2C(=O)NCc1cccc(C(F)(F)F)c1	0%	i	1.4
COC(=O)C1=C(c2ccc(OC)c(OC)c2)C[C@@H]2CC[C@H]1N2C(=O)N1CCCC1	-7%	i	1.6
Cc1cc(OCC(=O)N2CCN(CC(=O)N3CCOCC3)CC2)c(C(C)C)cc1Cl	-1%	i	1.2
Oc1ccc(C2=CCNCC2)cc1O	-4%	i	1.0
CCOC(=O)CC1c2ccccc2-n2nncc2CN1Cc1ccc(OC)cc1 (stereo unspecified)	1%	i	0.6	Dengue-2 NS5 capping pilot replicate=4.6
COc1ccc2c(c1)C1(C)CCN(C)CC(C1)C2O (stereo unspecified)	-1%	i	0.4
NP(=O)(Oc1ccccc1)c1ccccc1 (stereo unspecified)	2%	i	0.6
O=C1Nc2ccccc2Oc2ccccc21	-1%	i	0.5

The list is partial; rates above refer to the full screens.
